Screening results from PubChem.
p53ts 32C tox: qHTS Screen for Compounds that Selectively Target Cancer Cells with p53 Mutations: Cytotoxicity of p53ts Cells at the Permissive Temperature | H1299-p53A138V at 32C, ATP luminescence viability, 24 h | Potency, µM (doses to about 46.1 µM), inactives show at the top dose activity change, negative = cytotoxicity, hits mostly cytotoxic | actives 0.93% (n = 130,000);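 further: 0% = DMSO and -100% = full killing by reference compound; nearly all actives have a fitted effect of over 55% in size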
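ATP-content luminescence (ATPlite) read-out after 24 h compound exposure at 32C in H1299-p53A138V cells (600/well). Tested up to 46 uM. Normalized to DMSO (0%) and 100 uM tamoxifen (100% killing); Hill-fit AC50.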
Imprint erasure: qHTS Assay for Compounds that Induce Erasure of Genomic Imprints; mouse ES Peg3-LacZ reporter, beta-gal luminescence, 40 h; Potency, µM (top dose mostly 60.7 µM), for inactives: at the top dose activity change, positive = activation, usual class: activators; actives 0.02% (n = 110,000);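 further: 0% = negative control wells on the plate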
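Gelatin-coated wells received 300 freshly trypsinized female ES cells with a Peg3LacZ-Neo reporter on the maternal allele, then incubated 40 hours at 37C. BetaGlo was added for 5 minutes at room temperature before a single luminescence read.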
IkB sig inh: IkB Signaling; Potency, µM (top dose mostly 57.1 µM), without a hit: at the top dose IkBa stabilization activation; actives 0.04% (n = 110,000); ABC-DLBCL IkBa-CBG/CBR dual luciferase ratio, 4 h; response scale: scaled: untreated 0%, proteasome inhibitor 100%; active means well fitted curve in the direction sought with a large enough effect in the signal ratio, not every such curve was filed as active; inconclusive means small, poorly fitted or top-dose-only effect, or a change in a side signal; the % refers to the signal ratio;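 further: the direction sought is a rising ratio; 0% = basal untreated cells and 100% = reference inhibitor full response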
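In this assay, an IκBα–CBG68 fusion accumulates when IKK-driven degradation is blocked; native CBR normalizes for cell number. OCI-Ly3 cells were treated 4 h with compound and doxycycline, then green and red light read after Chroma-Glo addition.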
p53ts 39C tox: qHTS Screen for Compounds that Selectively Target Cancer Cells with p53 Mutations: Cytotoxicity of p53ts Cells at the Nonpermissive Temperature. H1299-p53A138V viability at 39C, ATP luminescence, 24 h. Potency, µM (series often up to 46.1 µM), inactives show at the top dose activity change, negative = cell killing, usual class: cytotoxic. actives 1.5% (n = 130,000); further: nearly all actives have a fitted effect of over 55% in size
* hit, by the source's call; ? = inconclusive; nt = not tested or not shown; & = joins results of further samples; [ ] = dose if it differs, or a comment. Unless noted, the call rests on the fitted dose curve; in most records, active means well fitted curve in the direction sought with a large enough effect; inconclusive means small, poorly fitted or top-dose-only effect, or another doubt; inactive means no such curve, though single readings can be large; an effect the other way counts as inactive or inconclusive. Unless noted, on the % scale 0 is the no-effect control and ±100 the full control effect; potency means the concentration at half of the fitted maximal effect.

SMILES	p53ts 32C tox	Imprint erasure	IkB sig inh	p53ts 39C tox
O=C(NCCCN1CCCCCC1)c1ccc2c(c1)sc1nc(-c3ccccc3)cn12	?	-12.9%[10.9 µM]	-1.3%	19.8%
Cc1ccc(S(=O)(=O)c2ccccc2)cc1S(=O)(=O)N1CCOCC1	3.0%	nt	nt	15.4%
COc1ccc(NC(=O)Cn2nnc(C(=O)Nc3ccc(C)c(F)c3)c2N)cc1Cl	-3.1%	10.8%[10.9 µM]	-1.0%	-23.4%
CC(=O)NCCOc1cccc(OCCNC(C)=O)c1	4.4%	0.2%	0.8%	13.6%
CNc1ncnc2ccc(-c3ccccc3C)cc12	0.7%	-53.3%[inhibitor]	2.8%[11.4 µM]	-9.1%
CC1(C)CC(=O)C(C(c2cccc(O)c2O)C2C(=O)CC(C)(C)CC2=O)C(=O)C1	4.3%[9.22 µM]	-1.8%[10.9 µM]	1.2%[11.4 µM]	8.3%[9.22 µM]
Cc1ccc(Nc2c(-c3ccccc3O)nc3ccc(Br)cn23)cc1	2.8%	3.2%[10.9 µM]	-1.8%	13.7%
COc1ccc(-c2cc(C(=O)N3CCN(c4ccc(F)cc4)CC3)no2)cc1OC	?	26.3%[10.9 µM]	?	-26.9%
CS(=O)(=O)N1CCN(C(=O)c2ccccc2)C1	-8.4%	8.0%	0.7%	-1.3%
CN(CCCn1c(=S)[nH]c2ncccc2c1=O)Cc1ccccc1	-8.9%	-10.6%	-0.4%	-8.6%
CC(C)(C)C1CCc2c(sc(NC(=O)c3cccs3)c2C(N)=O)C1 (stereo unspecified)	-0.2%	nt	nt	20.0%
Cc1ccc(Cc2nc3ccccc3nc2SCC(=O)N2CCc3ccccc32)cc1	11.0%	-6.3%[10.9 µM]	-1.3%	-13.2%
CCC1(c2ccc(F)cc2)NC(=O)N(CC(=O)N2CCOCC2)C1=O (stereo unspecified)	-0.3%	18.0%	2.4%	3.1%
COc1ccc2nnc(-c3ccccc3)n2n1	-1.9%	nt	nt	-3.7%
Cc1ccc(C(=O)N2CC(=O)Nc3ccc(Br)cc3C2c2ccc(F)cc2)cc1C (stereo unspecified)	24.6%	-5.8%[10.9 µM]	?	-6.6%
O=C(Nc1ccc(NC(=O)c2cccs2)cc1)c1ccc(Cl)cc1	-1.6%	-3.9%[10.9 µM]	-1.6%	11.9%
O=C(COC(=O)Cc1cccs1)Nc1ccccc1	3.9%	7.4%	1.9%	-1.0%
Cc1ccc(NC(=O)c2oc3ccc(S(=O)(=O)N(C)C4CCCCC4)cc3c2C)c(C)c1	9.4%	-21.0%[10.9 µM]	?	14.6%
C=CCn1c(CNC(=O)c2cccs2)nnc1SCc1ccc(Cl)cc1Cl	6.8%	nt	nt	5.8%
CCCCN1CCC(CCC(=O)c2cc(Cl)c(N)cc2OC)CC1	-7.4%	-12.6%	0.1%	-13.1%
Cn1c(=O)c2c(nc(N3CCOCC3)n2Cc2ccc(Br)cc2)n(C)c1=O	7.6%	-7.0%[10.9 µM]	-2.6%	17.4%
O=C1C(=O)N(CCCn2ccnc2)C(c2cccnc2)/C1=C(/O)c1ccc(Br)cc1 (stereo unspecified)	-3.7%	-4.2%	-2.3%	5.2%
CS(=O)(=O)Nc1cccc(-c2ccc3ncnc(Nc4ccccc4)c3c2)c1	6.1%	-9.5%	-2.8%[11.4 µM]	7.6%
Cc1ccc([N+](=O)[O-])cc1S(=O)(=O)N1CCn2cccc2C1c1ccc(F)c(F)c1 (stereo unspecified)	-1.5%	-7.4%[10.9 µM]	1.6%	-9.4%
O=C(Nc1nccs1)C1CCCN(S(=O)(=O)c2cccc3cccnc23)C1 (stereo unspecified)	-8.2%	-7.6%	?	-4.7%

Whole records, quoted from the list:
CCC1(c2ccc(F)cc2)NC(=O)N(CC(=O)N2CCOCC2)C1=O (stereo unspecified) in the list: p53ts 32C tox = -0.3%; Imprint erasure = 18.0%; IkB sig inh = 2.4%; p53ts 39C tox = 3.1%
COc1ccc2nnc(-c3ccccc3)n2n1 in the list: p53ts 32C tox = -1.9%; Imprint erasure = nt; IkB sig inh = nt; p53ts 39C tox = -3.7%

3 of these compounds in another layout.
structure | p53ts 32C tox | Imprint erasure | IkB sig inh | p53ts 39C tox
CCCCN1CCC(CCC(=O)c2cc(Cl)c(N)cc2OC)CC1 | -7.4% | -12.6% | 0.1% | -13.1%
Cn1c(=O)c2c(nc(N3CCOCC3)n2Cc2ccc(Br)cc2)n(C)c1=O | 7.6% | -7.0%[10.9 µM] | -2.6% | 17.4%
O=C1C(=O)N(CCCn2ccnc2)C(c2cccnc2)/C1=C(/O)c1ccc(Br)cc1 (stereo unspecified) | -3.7% | -4.2% | -2.3% | 5.2%

Further results.
SMILES	p53ts 32C tox	Imprint erasure	IkB sig inh	p53ts 39C tox
CCN(C1CCCCC1)S(=O)(=O)c1ccc(S(=O)(=O)NCc2ccncc2)cc1	-5.6%	-13.0%	?	-7.4%
COc1ccc(C2C(C(=O)Nc3cc(C)on3)c3ccccc3C(=O)N2C)cc1 (stereo unspecified)	0.7%	20.2%	1.9%	0.9%
COc1cc(-c2nnc(-c3ccc(N4CCOCC4)cc3)o2)cc(OC)c1OC	-3.1%	2.2%	1.5%	-13.1%
OCCN1CCN(CC#CCn2c3ccccc3c3ccccc32)CC1	-7.6%	-8.6%	-0.1%	-14.2%
Cc1ccc(NC(=O)CSc2nc(=O)n(CCN3CCOCC3)c3c2CCC3)c(C)c1	-1.8%	3.0%[10.9 µM]	2.0%	-11.8%
CCOC(=O)c1sc2cccc(F)c2c1N	-10.6%	-6.8%	-3.9%	1.0%
Cn1c(SC2=CS(=O)(=O)c3ccccc32)nc2ccccc21	?	-23.5%	?	12.6µM*
CCOc1ccc(CCNC(=O)C2CCCN(S(=O)(=O)N(C)c3ccc(F)cc3)C2)cc1 (stereo unspecified)	-1.7%	5.2%[10.9 µM]	-0.7%	-25.9%
O=C(CCN1CCOCC1)Nc1c(-c2ccccc2)c2cc(Br)ccc2[nH]c1=O	-3.3%	-1.3%	-2.6%	0.4%
O=C(c1ccc(COc2ccccc2Cl)o1)N1CCN(c2ccccc2)CC1	15.3%	-16.2%	?	42.5%[activator]
COc1cccc(C2=NS(=O)(=O)N(C)C(C(=O)Nc3ccccc3SC)=C2)c1	-0.5%	-16.8%[10.9 µM]	9.3%	5.9%
CCc1nnc(NC(=O)CSc2nc(-c3ccc(OC)cc3)ns2)s1	1.9%	-9.7%	-2.3%	-17.7%
COc1ccccc1-c1cc2nc(C)c(CCC(=O)NCCc3ccc(SC)cc3)c(C)n2n1	7.5%	-14.7%[10.9 µM]	?	-15.9%
c1ccc2cc3[nH]c(CN4CCCCC4)nc3cc2c1	-3.5%	-6.7%	?	2.0%
COc1ccc(CCNc2oc(-c3ccccc3OC)nc2C#N)cc1	-6.2%	-33.4%[inhibitor]	?	-0.8%
Cc1oc(-c2ccccc2F)nc1Cn1c(SCc2cccc(Cl)c2)nc2ccncc21	5.9%	-12.5%[10.9 µM]	?	?
Cc1ccc(-n2c(SCC(=O)N3CCC(C)CC3)nc3c([nH]c4ccccc43)c2=O)cc1	4.1%	13.4%[10.9 µM]	-1.0%	1.8%
COc1ccc(Cl)cc1NC(=O)c1nc(S(C)(=O)=O)ncc1N(Cc1ccc(C)cc1)Cc1ccco1	5.5%	-16.2%[10.9 µM]	1.5%	25.4%
COc1ccc(-c2onc(C)c2C)cc1S(=O)(=O)N1CCc2ccccc21	16.8%	-12.3%[10.9 µM]	?	-3.3%
COc1cccc(CNC(=O)C2CCC(CNS(=O)(=O)c3cccs3)CC2)c1 (stereo unspecified)	-3.7%	-8.6%[10.9 µM]	-3.9%	-8.1%
COc1cccc(CNC(=O)c2nn(C)c3c2CSc2ccccc2-3)c1	-0.4%	-14.5%[10.9 µM]	1.6%	-13.0%
COc1cccc(Cn2nnc(C(=O)NCc3ccc(F)cc3)c2N)c1	-1.7%	-4.7%	-0.6%	-12.4%
CCOC(=O)c1cccc(NS(=O)(=O)c2c(C)nc3sc(C)cn3c2=O)c1	-6.4%	?	-0.4%	4.3%
CCCCNC(=O)CSc1nc(-c2ccc(OC)cc2)cc(C(F)(F)F)n1	5.3%	-15.2%[10.9 µM]	-1.2%	-4.3%
O=C(NCCN1CCCC1)c1ccc(-n2c(=O)c(=O)[nH]c3ccccc32)cc1	4.3%	nt	nt	-1.1%
(continued)
SMILES	p53ts 32C tox	Imprint erasure	IkB sig inh	p53ts 39C tox
COc1ccc(-n2nc(C(=O)Nc3cccc(C)n3)c3c4ccccc4n(C)c3c2=O)cc1Cl	1.0%	-3.7%[10.9 µM]	-0.7%	6.2%
Cc1ccc(C)c(NS(=O)(=O)c2ccc(OCC(=O)N3CCOCC3)cc2)c1	-0.5%	-11.6%	2.2%	8.2%
CCCNC(=O)OC[C@@H]1O[C@H](CCO/N=C(\C)CCN2CCCCc3nc(C)c(C)cc32)C=C[C@@H]1Oc1ccc(OC)cc1	7.1%[9.22 µM]	nt	nt	6.3%[9.22 µM]
CCOc1ccc(NC(=O)c2cc(=O)c3ccc(C)c(C)c3o2)cc1	19.6%	-3.1%[10.9 µM]	-0.2%	?
CC(Oc1ccccc1)C(=O)Nc1ccc(C(=O)OCc2cc(=O)n3ccsc3n2)cc1 (stereo unspecified)	-6.8%	-14.2%[10.9 µM]	?	-4.2%
Cc1cc(C)nc(-n2nc(C)cc2NC(=O)c2ccc(Br)o2)n1	-0.1%	-1.3%	-2.1%	-11.3%
Cc1cc(-c2csc(N)n2)c(C)n1CCc1ccccc1	11.0%	-7.5%	1.5%	2.8%
CCCC(=O)Nc1ccc2c(c1)nc1n2CCSC1	-19.1%	-11.1%	-3.2%	-6.1%
COc1ccc(C2CC(c3ccc(Cl)cc3Cl)n3nc(N)nc3N2)cc1 (stereo unspecified)	4.4%	-17.3%	-2.5%	-6.9%
CCN1CCCCC(=N/O)/C(=N/O)CCCC1	11.5%[9.22 µM]	3.4%[10.9 µM]	-0.5%[11.4 µM]	0.8%[9.22 µM]
CC1CCN(C(=O)C2CCCN(S(C)(=O)=O)C2)CC1 (stereo unspecified)	-7.9%	-3.0%	0.3%	-4.3%
CCOC(=O)C(CCSC)NC(=O)CN (stereo unspecified)	8.5%	nt	1.8%	-11.1%
C=CCc1c(C)nc(N)[nH]c1=O	4.2%	nt	nt	-1.3%
CCCCCCCC/C=C\CCCCCCCC(=O)NCc1ccc(O)c(OC)c1	?	-13.0%	0.3%	31.6µM*
CCC(=O)N1CCc2cc(CNC(=O)Nc3ccccc3Cl)ccc21	0.0%	-9.4%[10.9 µM]	0.1%	-26.6%
CCOC(=O)c1ccc(NC(=O)c2c(NC(C)=O)sc3c2CCC(C)C3)cc1 (stereo unspecified)	11.4%	-18.9%[10.9 µM]	4.7%	4.2%
Cc1cc(C(=O)Nc2sc3c(c2C#N)CCCCC3)cs1	?	-48.1%[inhibitor]	2.3%	-27.1%
Cc1ccc2c(CN3CCN(C(=O)c4ccc(Br)cc4)CC3)cc(=O)oc2c1	10.9%	-3.1%[10.9 µM]	?	-12.6%
CCCn1c(=N)c(C(=O)NC2CCCC2)cc2c(=O)n3cccc(C)c3nc21	-4.8%&-4.8%	-4.5%[10.9 µM]	?	-5.9%&2.8%
Cc1ccc2c(c1)N(CC(=O)NCc1cccc(Cl)c1)C(=O)c1cccnc1O2	-11.0%	-21.4%[10.9 µM]	?	-16.8%
COc1ccc(C2N(c3cccc(Cl)c3)C(=O)C3CCCN32)cc1 (stereo unspecified)	-8.8%	-12.2%	1.8%	-9.5%
Cc1ccc(NC(=O)c2ccco2)c(OCc2cc(=O)n3cc(C)sc3n2)c1	7.2%	3.6%[10.9 µM]	0.9%	-3.0%
Cc1ccc(N(Cc2cccs2)C(=O)COc2cccc(C)c2)cc1	10.6%	-13.4%[10.9 µM]	?	8.6%
CC1CCc2c(sc3nc(-c4cc5cc(Br)ccc5oc4=O)[nH]c(=O)c23)C1 (stereo unspecified)	3.4%	-9.0%[10.9 µM]	0.6%	-0.2%
Cn1c(SCC(=O)c2ccc3c(c2)OCO3)nnc1-c1ccccn1	4.6%	-42.1%[inhibitor]	0.5%	8.4%

Compounds as they come; 1.7% or so of the library scored in one or more.
